Compound activity (PubChem BioAssay)
West Nile antiviral: inhibition of WNV-induced cytopathic effect – cell-based, CPE readout (AID 1621) | West Nile virus-infected cells, CPE inhibition; higher % means a stronger effect | CPE inhibition, % at 10 µM, or IC50 in µM where a hit was titrated | 290,000 tested, 0.02% active; in the data active means a potency from the dose series; inconclusive means CPE inhibition mostly from about 3.7% at the one dose, without a potency; inactive means the rest, 99 in 100 with CPE inhibition below about 2.2%; further: strong numbers were not always called active
RSV CPE inhibition: inhibition of RSV-induced cytopathic effect – HEp-2 cells, primary 10 µM value included (AID 2391) | HEp-2 cells, RSV-induced CPE inhibition; higher % means a stronger effect | 310,000 tested, 0.13% active | CPE inhibition, % at 10 µM; hits with a dose series show IC50 in µM; in the data active means a potency from the dose series; inconclusive means CPE inhibition mostly from about 23% at the one dose, without a potency; inactive means the rest, 99 in 100 with CPE inhibition below about 21%; further: strong numbers were not always called active
GPR35 antagonists: inhibition of zaprinast-stimulated GPR35 beta-arrestin translocation – imaging, U2OS, beta-arrestin-GFP, zaprinast agonist, primary screen (AID 2058); U2OS GPR35 beta-arrestin-GFP translocation imaging, zaprinast antagonism; higher % means a stronger effect; one-dose inhibition, % at 10 µM; IC50 in µM for titrated hits; 290,000 tested, 0.052% active;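 active means inhibition of at least 50% with at least 30 cells and total cytoplasm GFP at most 10,000,000; inconclusive means under 30 cells or total GFP of 10,000,000 plus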
Dengue-2 NS5 capping: flavivirus cap methylation enzyme inhibition – biochemical, confirmation dose response, primary screen (AID 588689) | one-dose inhibition, % at 25 µM; IC50 in µM for titrated hits | Dengue-2 NS5 methyltransferase capping enzyme assay, biochemical; higher % means a stronger effect | 340,000 tested, 0.3% active; in the data active means a potency from the dose series; inconclusive means inhibition above about 29% without an active follow-up result
LYP inhibition: inhibitors of LYP phosphatase, biochemical, fluorescence intensity, uHTS (AID 1779) | inhibition, % at 11.5 µM, or IC50 in µM where a hit was titrated | 290,000 tested, 0.054% active | recombinant LYP phosphatase, fluorescence intensity; higher % means a stronger effect; in the data active means inhibition above about 50%;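 further: plate controls were vehicle with enzyme for no effect and no enzyme for full effect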
ER stress rescue: protection against thapsigargin-triggered cell killing – 384-well, CSM14.1, ATP luminescence, primary screen (AID 1222); 190,000 tested, under 10 active; CSM14.1 thapsigargin-induced death rescue, ATP luminescence; higher % means a stronger effect; cellular ATP content (survival), % at 20 µM, or EC50 in µM where a hit was titrated;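 active means EC50 below 50 µM in the dose-response confirmation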;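 further: death triggered by thapsigargin at about 15 µM added after 2 h compound pretreatment; cell ATP read after overnight thapsigargin exposure of roughly 18 to 22 hours; normalized against plate controls of thapsigargin alone and 5% DMSO vehicle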
PhoP inhibition: PhoP-dependent GFP reporter repression – Salmonella Typhimurium, primary screen (AID 1863); 300,000 tested, 0.16% active; S. Typhimurium PhoP-regulated promoter GFP reporter, 4 h; higher % means a stronger effect; inhibition, % at 50 µM; hits with a dose series show IC50 in µM;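 active means inhibition over 29.93%, a cutoff 3 SD above the screen mean, later confirmed by dose response; inconclusive means inhibition over 29.93% but no dose response follow-up; inactive means inhibition at most 29.93% or unconfirmed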;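 further: 0% = low Mg2+ inducing control and 100% = high Mg2+ repressing control; strong numbers were not always called active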
MgcRacGAP inhibition: MgcRacGAP GTPase-activating activity inhibitors, confirmation, biochemical, ADP Hunter fluorescence; 340,000 tested, 0.6% active; MgcRacGAP-stimulated Rac1 GTP hydrolysis, ADP Hunter fluorescence; higher % means a stronger effect; GST-tagged Rac1 F28L mutant substrate; inhibition, % at 30 µM, or IC50 in µM where a hit was titrated; AID 624330;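 active means first-screen hits whose inhibition reached a set limit at any dose in the follow-up dose series; inconclusive means inhibition above the set first-screen limit but never retested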;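 further: fluorescence reports GDP produced by GAP-driven GTP hydrolysis; strong numbers were not always called active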
Large T inhibition: TAg ATPase/helicase activity blockers – biochemical (AID 1903) | SV40 large T antigen ATPase/helicase inhibition assay; higher % means a stronger effect | inhibition, % at 20 µM; hits with a dose series show IC50 in µM | 310,000 tested, 0.39% active; in the data active means a potency from the dose series; inconclusive means inhibition mostly from about 32% at the one dose, without a potency; inactive means the rest, 99 in 100 with inhibition below about 32%; further: strong numbers were not always called active
Dengue-2 NS5 capping pilot replicate: further read-out of Dengue-2 NS5 capping, marked with its call; inhibition, %; measured here: pilot screen replicate inhibition
Active calls of the source: *; ? = inconclusive; · = no result given.

SMILES	West Nile antiviral	RSV CPE inhibition	GPR35 antagonists	Dengue-2 NS5 capping	LYP inhibition	ER stress rescue	PhoP inhibition	MgcRacGAP inhibition	Large T inhibition	others
CCc1ccc2[nH]c(=O)c(CN(Cc3ccccc3)Cc3nnnn3Cc3ccco3)cc2c1	1.2%	-0.8%	2%	-8%	7%	·	-9%	13%	27%
COCCn1c(CCc2ccccc2)n[nH]c1=S	-0.6%	-0.7%	12%	-7%	-5%	3.6%	-3%	1%	13%
COc1ccc(N2CCN(C(=O)CCNS(=O)(=O)c3cccs3)CC2)cc1	-0.3%	-1.6%	-4%	1%	-9%	6.7%	-14%	22%	12%
COCCCNC(=O)Cn1cc(/C=C(\C#N)C(=O)N2CCN(c3ccccc3)CC2)c2ccccc21	-1.0%	3.5%	-10%	2%	4%	-4.0%	1%	9%	23%
Cc1ccccc1SCC(=O)Nc1ccc(N2CCOCC2)cc1	0.1%	0.4%	-6%	2%	-1%	2.3%	0%	5%	27%
COCc1ccc(C(=O)N2CCCCC2C(=O)Nc2ccc(-n3nc(C)cc3C)cc2)o1 (centres undefined)	-0.5%	2.4%	-3%	5%	-3%	·	-2%	8%	10%
CCOC(=O)c1c(C)nc2sc(C(=O)Nc3ccc(C(C)=O)cc3)c(N)c2c1-c1ccc(OC)cc1	3.1%	2.6%	-6%	2%	8%	-1.7%	-2%	8%	2%
O=c1cc(CSc2nnc(COc3ccccc3Cl)o2)nc2sccn12	-0.1%	4.2%	7%	-1%	-6%	2.2%	-5%	6%	7%
Cc1ccc(C)c(OCC(=O)NCC(C)C)c1C	-0.9%	1.8%	3%	-7%	-6%	-0.4%	-8%	4%	8%
Cc1ccccc1C(=O)c1c[nH]c(C(N)=O)c1	-0.1%	1.5%	-2%	-9%	-6%	-0.6%	23%	11%	18%
O=c1cc2oc3cc(O)c(O)cc3c(-c3ccccc3O)c-2cc1O	-0.4%	·	12%	?	5%	·	-32%	23%	?
NS(=O)(=O)c1cccc(NC(=O)CCC(=O)c2cccs2)c1	-0.1%	1.4%	6%	3%	-9%	·	5%	4%	24%
CCN1C(=NCCc2ccccn2)N[C@@H](c2cccc(F)c2)C(C(=O)OC)=C1C	-0.9%	-0.3%	-6%	-3%	-6%	·	5%	4%	21%
COC(=O)Nc1ncc(CN2CCc3ccccc3C2)s1	0.2%	0.5%	-7%	1%	-2%	2.1%	-6%	-2%	31%
CCC(C)c1ccc(OCC(=O)NNC(=O)C2CCCCC2)cc1 (centres undefined)	0.2%	1.6%	-15%	2%	-5%	·	1%	4%	5%
COc1ccc(-n2c(C)cc(C(=O)CN3C(=O)C(=O)N(Cc4ccccc4)C3=O)c2C)cc1	-1.9%	0.0%	16%	-2%	2%	-0.4%	-6%	5%	6%
CN(CC#CC1(O)c2ccccc2-c2ccccc21)Cc1ccccc1	-0.8%	-0.8%	1%	-4%	-5%	-0.8%	-11%	5%	4%
OCc1ccnc2oc3ccccc3c12	·	1.1%	·	-1%	·	·	·	6%	4%
CCn1c(C)nc2cc(C(=O)NNS(=O)(=O)c3ccccc3F)ccc21	·	0.3%	7%	-3%	-9%	-2.0%	11%	11%	0%
CC(c1ccco1)N(C(=O)Nc1ccc(Cl)cc1)c1ccccn1 (centres undefined)	-0.3%	0.0%	2%	4%	-4%	3.0%	-4%	7%	-2%
CCOC(=O)C1CCN(C(=O)Cc2c(C(=O)O)[nH]c3ccccc23)CC1	-0.3%	-0.4%	10%	-3%	-6%	-0.4%	-4%	3%	6%	Dengue-2 NS5 capping pilot replicate=3.4
CCN(CC)c1ccc(S(=O)(=O)N2CCOCC2)cc1NS(C)(=O)=O	0.5%	-0.5%	2%	·	0%	0.1%	-4%	·	10%
CC1=C(C(=O)Nc2ccccn2)C(c2ccc(Br)cc2)n2ncnc2N1 (centres undefined)	-0.1%	1.5%	6%	3%	-7%	-1.2%	7%	8%	6%
COc1ccccc1CNC(=O)COC(=O)C1CCN(c2ccc(C(F)(F)F)cn2)CC1	·	-2.3%	·	-6%	·	·	0%	9%	9%
COC(=O)C1CCN(C(=O)Cn2nnc(-c3ccccc3)n2)CC1	0.5%	1.4%	1%	-4%	-16%	·	4%	5%	5%
O=C1CN(S(=O)(=O)c2ccc(Cl)cc2C(F)(F)F)CCN1	-0.2%	2.2%	9%	-2%	-7%	0.2%	-5%	9%	2%
O=C(Nc1ccc(N2CCN(C(=O)c3ccc(Cl)cc3)CC2)cc1)c1ccc2c(c1)OCCO2	0.0%	0.7%	-1%	2%	4%	-0.5%	5%	7%	1%
c1ccc(-c2nnnc3ccccc23)cc1	-0.4%	0.4%	4%	-9%	2%	-0.4%	13%	6%	4%
CN(CCCC(=O)Nc1ccc(OC(F)F)cc1)S(=O)(=O)c1ccc(F)cc1	-0.4%	4.9%	-5%	-2%	-6%	·	4%	-3%	0%
COc1ccc(NC(=O)C23CC4CC(C2)CC(n2cnc(Br)n2)(C4)C3)c(OC)c1	-0.4%	3.2%	-4%	-4%	-11%	-2.0%	8%	3%	4%
CCN(CC(=O)Nc1ccc(N2CCOCC2)cc1)CC(=O)NC(C)(C)C	-0.5%	2.2%	-16%	-4%	-7%	·	-6%	4%	15%
N#Cc1ccccc1CSc1nnc(Cc2ccccc2)o1	-1.0%	4.2%	0%	-12%	-4%	-0.1%	-12%	10%	6%
CCCNC(=O)CS(=O)(=O)c1ccccc1	0.3%	-0.4%	-4%	1%	-6%	·	3%	12%	8%
COc1cc(OC)c2c(=O)cc(-c3cccnc3)oc2c1	0.0%	-2.5%	17%	-10%	-6%	·	-2%	8%	4%
Fc1ccc(OCc2nc(-c3ccncc3)n[nH]2)cc1	-0.1%	1.4%	-2%	2%	-11%	0.4%	4%	2%	2%
CCN1CCN(C(=O)C(=O)c2cn(CC(=O)N(CC)CC)c3ccccc23)CC1	0.8%	1.9%	1%	-11%	1%	·	-4%	9%	2%
COc1cc(C(=O)OCC2CC(c3ccccc3)=NO2)cc(OC)c1OC (centres undefined)	-0.4%	-0.3%	-7%	2%	-7%	-0.1%	7%	13%	6%
CN(C)S(=O)(=O)c1cccc(C(=O)N2CCN(Cc3ccccc3)CC2)c1	-0.6%	1.4%	11%	-6%	-14%	4.6%	-3%	11%	15%
N#Cc1c(-c2ccccc2Cl)c2c([nH]c1=O)-c1ccccc1OC2	1.1%	4.3%	-8%	?	-14%	·	-15%	9%	14%
O=C(NCCNC(=O)c1cc(Cl)ccc1Cl)c1ccccn1	0.6%	4.1%	6%	-13%	0%	·	0%	1%	6%
Cc1ccc(Sc2ccc(C(=O)N3CCOCC3)cc2[N+](=O)[O-])cc1	-1.1%	14%	1%	-4%	-7%	·	11%	4%	8%
CCN=C1SC(C(=O)Nc2ccc(Cl)c(Cl)c2)CC(=O)N1CC (centres undefined)	·	0.7%	5%	1%	-2%	-3.0%	-3%	2%	20%
CCSC1=C(C#N)C2(CCCCC2)C(C#N)=C(N)N1	0.3%	4.8%	20%	·	-7%	-2.3%	11%	3%	-2%
Cc1cc(OC(C)C(=O)N(Cc2ccco2)C2CCS(=O)(=O)C2)ccc1Cl (centres undefined)	-1.5%	1.2%	2%	1%	-5%	·	·	2%	22%
COc1cccc(/C=C2\Sc3ccc(C(=O)NCC4CCCO4)cc3N(C)C2=O)c1 (centres undefined)	1.8%	3.9%	-25%	-9%	-8%	·	5%	3%	5%
Cc1ccc(OCc2nnc(SCc3cc(=O)[nH]c4ccccc34)o2)cc1	-0.7%	-0.1%	3%	-3%	-4%	0.5%	5%	2%	-4%
O=C(c1cc(COc2c(F)cccc2F)on1)N1CCN(C2CCCCC2)CC1	-0.5%	0.0%	-4%	2%	-8%	·	-11%	-17%	7%
CC(C)NC(=O)CN1CCC(c2nc3ccccc3[nH]2)CC1	1.4%	1.0%	5%	-3%	0%	·	10%	6%	1%
CCC(c1nnnn1C1CCCC1)N1CCC(C(N)=O)CC1 (centres undefined)	-0.5%	-0.7%	4%	·	3%	-1.1%	-12%	·	-2%
CC1=CC2=NC(=O)CC(C)(C(=O)N(CC(=O)NC(C)(C)C)Cc3ccccc3)N2C=C1 (centres undefined)	-0.5%	1.1%	-4%	-12%	-6%	2.7%	-1%	0%	6%
Cc1ccccc1NC(=O)Cn1c(O)c(N=NC(=O)c2ccccc2O)c2ccccc21	1.1%	1.8%	9%	0%	-13%	-4.4%	9%	5%	-1%
COc1cc2c(cc1OC)CN(C(=O)c1ccco1)CC2	-0.2%	3.0%	-12%	-11%	-1%	·	6%	1%	-2%
CN(C)CCCNC(=O)c1cc(C(=O)c2ccc(F)cc2)c[nH]1	0.2%	-2.8%	0%	-3%	1%	·	-1%	8%	8%
O=C(CN1C(=O)C2C3C=CC(C4CC34)C2C1=O)NCc1ccco1 (centres undefined)	0.0%	-0.7%	-1%	-1%	-8%	-1.4%	-3%	-2%	9%
COCCCN(C(=S)Nc1cc(Cl)cc(Cl)c1)C(C)c1ccccn1 (centres undefined)	-0.1%	2.3%	-6%	-17%	-4%	·	-11%	12%	17%
O=[N+]([O-])c1cc(S(=O)(=O)N2CCCC2)ccc1O	0.8%	1.5%	-10%	1%	-2%	-1.6%	1%	8%	3%
O=C(NC1(C(F)(F)F)NC(=O)N(c2ccccc2F)C1=O)c1ccncc1 (centres undefined)	0.5%	0.3%	-2%	-1%	-7%	-3.6%	0%	-1%	4%
O=C(CNC(=O)c1ccc2c(c1)OCCO2)N=Nc1c(O)[nH]c2ccccc12	-0.2%	0.3%	23%	-11%	-5%	·	-6%	8%	4%
C[C@@H]1CN(C(=O)c2nc3ccc(Cl)cn3c2CNCC[C@@H]2C[C@@H]3C=C[C@H]2C3)C[C@H](C)O1	-1.7%	0.9%	-11%	-5%	-1%	0.7%	-14%	9%	8%
Cc1cc2occ(CC(=O)N(C)CC(=O)Nc3cccc(F)c3)c2cc1C	0.7%	12%	-6%	-7%	3%	·	-3%	4%	6%

In the list so far, three contain a thiophene ring, fused or not:
SMILES	West Nile antiviral	RSV CPE inhibition	GPR35 antagonists	Dengue-2 NS5 capping	LYP inhibition	ER stress rescue	PhoP inhibition	MgcRacGAP inhibition	Large T inhibition	others
COc1ccc(N2CCN(C(=O)CCNS(=O)(=O)c3cccs3)CC2)cc1	-0.3%	-1.6%	-4%	1%	-9%	6.7%	-14%	22%	12%
CCOC(=O)c1c(C)nc2sc(C(=O)Nc3ccc(C(C)=O)cc3)c(N)c2c1-c1ccc(OC)cc1	3.1%	2.6%	-6%	2%	8%	-1.7%	-2%	8%	2%
NS(=O)(=O)c1cccc(NC(=O)CCC(=O)c2cccs2)c1	-0.1%	1.4%	6%	3%	-9%	·	5%	4%	24%
